# MRP resist rev: reverses drug resistance mediated by MRP. H69AR cells + 2 uM doxorubicin, CellTiter-Glo, 72 h. differential viability (reversal), % at 10 µM. 85,000 compounds, 0.04% hits;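 active means viability drop by adding the cancer drug above about 55%, with treated viability meeting a 40% cutoff, limit read from the data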;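 further: viability without doxorubicin minus viability with 2 µM doxorubicin for each compound; larger differential means the compound sensitizes cells more to doxorubicin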
# PLAP inhibitors HTS: PLAP enzyme inhibitors, biochemical, luminescence, HTS (AID 690) | purified PLAP, luminescent substrate; higher % means a stronger effect | one-dose inhibition, % at 20 µM; IC50 in µM for titrated hits | 96,000 compounds, 0.08% hits; in the data active means a potency from the dose series; inactive means the rest, 99 in 100 with inhibition below about 30%; further: strong numbers were not always called active
# IL1B NFkB pot: enhances IL-1B driven NFkB nuclear translocation. HUVEC IL-1B NFkB p65 nuclear translocation imaging. activation, % at 2 µM. 94,000 compounds, 0.3% hits. AID 819;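 active means activation above 40%, about the mean plus 3 SD, also judged a hit on visual image review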;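 further: percent activation is computed from the nuclear over cytoplasmic p65 intensity ratio; values of inactives mirror those of a sister screen read the other way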
# Bcl-B displacement: displacers of TR3 peptide from Bcl-B, primary screen, selectivity assay for Bfl-1 inhibitor project, biochemical, fluorescence polarization; FP displacement of FITC-TR3 peptide from Bcl-B; higher % means a stronger effect; displacement, % at 20 µM; hits with a dose series show IC50 in µM; 96,000 compounds, 0.11% hits; AID 748;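 active means displacement above 50% at 20 µM plus a fluorescence interference ratio under 1.5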;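 further: plate controls were wells without compound for no effect and wells lacking Bcl-B protein for full effect; a part of the inactive calls stands beside numbers as strong as those of hits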
# NFkB transloc inh: blocks IL-1B driven NFkB nuclear translocation in HUVEC cells; HUVEC IL-1B NFkB p65 nuclear translocation imaging; AID 796; 94,000 compounds, 0.43% hits; inhibition, % at 2 µM;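 active means inhibition above about 30% together with a positive call from visual inspection of the well image, limit read from the data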;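 further: nuclear over cytoplasmic p65 intensity ratio measured by imaging; 0% = IL-1B stimulated DMSO wells and 100% = unstimulated DMSO wells; values of inactives mirror those of a sister screen read the other way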
# MRP resist rev cytotoxicity: recorded beside MRP resist rev, whose call it bears; viability, %; H69AR cells, CellTiter-Glo, 72 h; measured here: cytotoxicity without doxorubicin
# MRP resist rev with doxorubicin: second read-out of MRP resist rev, no call of its own (marks repeat the call); viability, %; measured here: viability with 2 uM doxorubicin; active compounds read low
# NFkB transloc inh cell count 2 µM: further read-out of NFkB transloc inh, marked with its call; cell count; measured here: cells passing quality filter;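 raw number of nuclei counted in each imaged well without normalization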
# IL1B NFkB pot cell count 2 µM: also measured in IL1B NFkB pot; calls as there; cell count; measured here: cells passing quality filter
# An asterisk follows results filed as active; / = no result given.
SMILES,MRP resist rev,MRP resist rev cytotoxicity,MRP resist rev with doxorubicin,PLAP inhibitors HTS,IL1B NFkB pot,IL1B NFkB pot cell count 2 µM,Bcl-B displacement,NFkB transloc inh,NFkB transloc inh cell count 2 µM
O=c1[nH][nH]c(C(F)(F)F)c1C=Nc1ccccc1,/,/,/,-14%,-6,96,-3%,6,96
CCOC(=O)C1=C(C)NC2=C(C(=O)CCC2)C1c1ccsc1 (stereo not given),3,80,77,11%,3,154,0%,-3,154
CC1Cc2nc(SCC(=O)N3CCN(c4ccccc4)CC3)n(CCc3ccccc3)c(=O)c2S1 (stereo not given),37,56,20,-49%,18,61,-5%,-18,61
CCN1CCN(c2c(Cl)cccc2NC(=O)c2ccc3c(c2)OCCO3)CC1,11,82,71,-34%,2,133,-2%,-2,133
CCCC(=O)Nc1nnc(-c2ccco2)s1,8,100,93,-18%,2,115,-3%,-2,115
CCOC(=O)N1CCN(C(=O)c2oc(=O)c3ccccc3c2-c2ccc(C)cc2)CC1,-4,81,86,-36%,11,73,12%,-11,73
CCCOc1ccc(S(=O)(=O)NCCCN2CCOCC2)c2ccccc12,-3,75,78,-69%,-1,147,-6%,1,147
COc1ccc(CCNC(=O)CN(c2ccc(C)cc2)S(=O)(=O)c2c(C)noc2C)cc1OC,3,99,96,-51%,-7,195,5%,7,195
CC1CC(C)CN(C(=O)C2CCCN(S(=O)(=O)c3cccc4nonc34)C2)C1 (stereo not given),-5,63,68,5%,3,58,-3%,-3,58
O=C(O)c1cc2nc3c(c(C(F)(F)F)n2n1)CCc1ccccc1-3,1,85,84,1%,13,67,36%,-13,67
COc1ccc(-n2c(C)c(C(C)=O)c(C(C)=O)c2C)cc1,5,90,86,24%,11,44,0%,-5,134
COc1ccc(OC)c(N(CC(=O)Nc2cccnc2)S(C)(=O)=O)c1,9,85,76,3%,4,101,-1%,-4,101
O=C(CSc1nc2ccccc2o1)c1cc2ccccc2oc1=O,16,78,62,/,28,157,/,-28,157
COc1ccc(CNc2nc3c(c(=O)[nH]c(=O)n3C)n2Cc2ccccc2C)cc1,9,81,72,9%,5,151,5%,-5,151
Cc1ccc(-c2nn(CC(=O)NCc3ccco3)c(=O)c3ccccc23)cc1,-6,22,28,-10%,/,/,-5%,/,/
CCOC(=O)c1c(NC(=O)CSc2nnc(C)s2)sc2c1CCC(CC)C2 (stereo not given),17,87,69,/,9,159,/,-9,159
Cc1cc2nn(-c3cccc4ccccc34)nc2cc1N,-13,69,82,-1%,-1,105,2%,1,105
CCOC(=O)c1ccc(NC(=O)CC2COc3ccccc3O2)cc1 (stereo not given),25,108,83,3%,12,153,-8%,-12,153
N#Cc1c(-c2ccco2)c2c([nH]c1=S)CCCC2,/,/,/,-47%,/,/,-1%,/,/
COc1ccc(/C=N/n2cnnc2SCCO)cc1OC,/,/,/,15%,14,118,10%,-14,118
CCOC(=O)C(CCCOc1cccc(CC)c1)C(=O)OCC,5,104,99,-30%,16,151,-10%,-16,151
COc1cc([C@H]2[C@@H]3CCCC[C@]3(O)CCN2CC(=O)Nc2ccc(C)cc2C)ccc1O,-14,98,111,-23%,1,113,4%,-1,113
O=c1c2oc3ccccc3c2ncn1Cc1ccccc1F,14,95,81,1%,2,134,0%,-2,134
CCCCn1c(O)c(C=NCCCN(C)C)c(=O)[nH]c1=O,-14,98,112,-11%,26,96,6%,-26,96
Cc1cc(NC(=O)C2C3C(=O)N(Cc4ccc(Cl)cc4)C(C(=O)NC(C)(C)C)C34C=CC2(C)O4)no1 (stereo not given),3,98,95,-6%,-3,65,0%,3,65
CC(C)(C)c1csc(NC(=O)Cn2c(=O)oc3ccccc32)n1,-11,85,95,10%,-9,75,1%,9,75
Cc1cc(C)nc(NC(=O)C(c2ccccc2)c2ccccc2)n1,/,/,/,15%,-4,178,-5%,4,178
COc1ccccc1CNc1ccc(N2CCOCC2)c(C(=O)O)c1,19,109,89,-2%,3,197,-1%,-3,197
CC(C)(C)n1nnnc1C(c1cccs1)N(Cc1ccccc1)Cc1ccco1 (stereo not given),6,71,65,-4%,16,190,-21%,-16,190
CCOC(=O)C1CCCN(C(=O)c2cc(-c3ccc(C)cc3)on2)C1 (stereo not given),11,104,93,-6%,9,147,-7%,-9,147
CN(C)/C=C1/Sc2ccccc2C1=O,-11,94,105,8%,3,140,-16%,-3,140
O=C(CSc1nnc(-c2ccccc2)o1)c1nnc(-c2ccccc2)o1,1,69,68,-38%,/,/,-1%,/,/
Cc1sc2nc(C3CC3)nc(NCCNS(C)(=O)=O)c2c1C,-10,54,64,-16%,0,166,5%,0,166
CC1(C)CC(CC(=O)O)C(=O)O1 (stereo not given),13,98,85,-4%,/,/,-11%,/,/
O=C(CN(C1CCCCC1)S(=O)(=O)c1ccc(F)cc1)NC1CC1,4,102,98,-13%,-6,141,-5%,6,141
COc1ccc([N+](=O)[O-])cc1C1NN=C(c2ccccc2O)S1 (stereo not given),-20,27,47,-13%,-33,156,-1%,33*,156*
Cc1ccc(S(=O)(=O)NCCN=C(CN2CCCC2)NS(=O)(=O)c2ccc(C)cc2)cc1,-1,87,89,-57%,3,95,-2%,-3,95
O=C(Cc1c(O)c2ccccc2[nH]c1=O)NC1CCCCCCC1,9,107,99,12%,/,/,2%,/,/
O=C1c2cccnc2C(Nc2ccccc2)N1Cc1ccco1 (stereo not given),16,105,90,4%,-3,67,3%,2,168
CC(=O)c1cn(CC(=O)Nc2ccccc2C)c2ccccc12,8,106,98,-28%,5,189,-1%,-5,189
COc1cc(C2N(c3ccccn3)C(=O)C3CCCN32)cc(OC)c1OC (stereo not given),-5,89,94,4%,-3,155,7%,3,155
CSc1nc2c(c(=O)n1-c1ccccc1)SCC2,-16,79,94,10%,8,158,-7%,-8,158
COc1ccccc1N(CC(=O)N1CCCCCC1)S(C)(=O)=O,3,90,87,11%,-14,58,-1%,14,58
COc1cc(=O)n(C)c2cc(N(C)C)ccc12,/,/,/,9%,-6,158,-6%,6,158
Cc1cc(O)c(NC(=O)c2ccco2)cc1C,11,94,83,-20%,18,161,4%,-18,161
CCOC(=O)c1cnn(CCOC(=O)C2CC2)c1NC(=O)C1CC1,/,/,/,-9%,-7,130,-11%,7,130
N#Cc1cc([N+](=O)[O-])c(-n2nnc3ccccc32)c([N+](=O)[O-])c1,/,/,/,3%,4,193,4%,-4,193
O=C(O)CCNC(=O)c1cncc(Br)c1,13,107,94,17%,24,184,0%,-24,184

# 3 entries from above, sorted by the value under PLAP inhibitors HTS, descending:
smiles	PLAP inhibitors HTS
COc1ccc(/C=N/n2cnnc2SCCO)cc1OC	15%
CC1CC(C)CN(C(=O)C2CCCN(S(=O)(=O)c3cccc4nonc34)C2)C1 (stereo not given)	5%
CCCOc1ccc(S(=O)(=O)NCCCN2CCOCC2)c2ccccc12	-69%

# (listing goes on)
SMILES,MRP resist rev,MRP resist rev cytotoxicity,MRP resist rev with doxorubicin,PLAP inhibitors HTS,IL1B NFkB pot,IL1B NFkB pot cell count 2 µM,Bcl-B displacement,NFkB transloc inh,NFkB transloc inh cell count 2 µM
CCOC(=O)CNC(=O)c1nn(-c2ccc(OCC)cc2)c(=O)c2ccccc12,-4,85,89,-24%,/,/,-8%,/,/
O=C(CCn1c(=O)oc2ccccc21)NCCCN1CCN(c2ccc(F)cc2)CC1,/,/,/,-41%,-5,166,-8%,5,166
CCn1c(SCc2nc3ccccc3[nH]2)nnc1-c1cccs1,12,96,84,-89%,26,152,2%,-26,152
Cc1ccc(S(=O)(=O)N2CCN(CC(=O)NC3CCCc4ccccc43)CC2)cc1C (stereo not given),/,/,/,-108%,11,135,-42%,-11,135
COc1ccc(NC(=O)c2csc(Cc3ccccc3)n2)cc1,3,96,93,30%,-8,57,-12%,7,135
COc1cccc2c(=O)ccoc12,/,/,/,-7%,-9,150,-3%,9,150
Clc1ccc(CNc2nnnn2-c2ccccc2)c(Cl)c1,/,/,/,16%,13,148,10%,-13,148
Cc1ccc(NC(=O)C2(N(C(=O)Cn3nnnc3N)c3ccc(C)cc3)CCCCC2)cc1,-11,69,80,-35%,/,/,-12%,/,/
c1ccc(N2CCCCC2)c(NC2=NCCC2)c1,-10,85,96,-4%,5,134,-4%,-5,134
NS(=O)(=O)c1ccc(CNC(=O)NC23CC4CC(CC(C4)C2)C3)cc1,-20,92,112,9%,1,98,-3%,-1,98
Cn1c(C(=O)N2CCCC(C(=O)N3CCN(C(=O)c4ccco4)CC3)C2)cc2sccc21 (stereo not given),1,84,83,-44%,-5,141,-12%,5,141
O=C1C2C3C=CC([C@@H]2C(=O)N1C1CCCCC1)[C@H]1C(=O)N(C2CCCCC2)C(=O)C31 (stereo not given in full),-5,88,94,-19%,6,102,6%,-6,102

# Whole records, looked up by structure. Screens in order: MRP resist rev | MRP resist rev cytotoxicity | MRP resist rev with doxorubicin | PLAP inhibitors HTS | IL1B NFkB pot | IL1B NFkB pot cell count 2 µM | Bcl-B displacement | NFkB transloc inh | NFkB transloc inh cell count 2 µM
# O=C1C2C3C=CC([C@@H]2C(=O)N1C1CCCCC1)[C@H]1C(=O)N(C2CCCCC2)C(=O)C31 (stereo not given in full) reads -5 | 88 | 94 | -19% | 6 | 102 | 6% | -6 | 102
# Cc1ccc(NC(=O)C2(N(C(=O)Cn3nnnc3N)c3ccc(C)cc3)CCCCC2)cc1 reads -11 | 69 | 80 | -35% | / | / | -12% | / | /
# CCn1c(SCc2nc3ccccc3[nH]2)nnc1-c1cccs1 reads 12 | 96 | 84 | -89% | 26 | 152 | 2% | -26 | 152
# Cc1ccc(S(=O)(=O)N2CCN(CC(=O)NC3CCCc4ccccc43)CC2)cc1C (stereo not given) reads / | / | / | -108% | 11 | 135 | -42% | -11 | 135
# Cn1c(C(=O)N2CCCC(C(=O)N3CCN(C(=O)c4ccco4)CC3)C2)cc2sccc21 (stereo not given) reads 1 | 84 | 83 | -44% | -5 | 141 | -12% | 5 | 141

# The listing continues:
SMILES,MRP resist rev,MRP resist rev cytotoxicity,MRP resist rev with doxorubicin,PLAP inhibitors HTS,IL1B NFkB pot,IL1B NFkB pot cell count 2 µM,Bcl-B displacement,NFkB transloc inh,NFkB transloc inh cell count 2 µM
CCCS(=O)(=O)N1CCCC(C(=O)NCCN(CC)CC)C1 (stereo not given),14,92,78,-12%,-8,244,4%,8,244
O=C(Nc1cccc(Cl)c1)c1ccncc1,24,101,76,5%,-3,104,-10%,3,104
COc1ccc(NC(=S)NCCC(c2ccccc2)c2ccccc2)c(OC)c1,/,/,/,-90%,2,121,-7%,-2,121
Cc1ccoc1C(=O)NCc1occc1C(=O)O,-11,81,93,-9%,/,/,19%,/,/
CCOc1cc(C(=O)OCc2ccc(C(=O)OC)o2)cc(Br)c1OC,10,89,79,6%,15,109,-2%,-15,109
O=S(=O)(NCC(c1ccccc1)N1CCNCC1)c1ccc(Cl)cc1 (stereo not given),5,90,85,6%,-6,124,2%,6,124
CCCCN(CC)S(=O)(=O)c1ccc(C(=O)Nc2nnc(COC)o2)cc1,-13,42,55,-37%,-8,122,11%,8,122
OCCN1CCN(C(=S)c2ccc(Br)cc2)CC1,/,/,/,7%,6,170,0%,-6,170

# These rows are one share of the data; count on the stated rates, not on these rows.
